SRC1 inh: SRC1 coactivator transcriptional activity inhibitors, primary screen, cell-based, luminescence; Nuclear receptor coactivator 1 (Homo sapiens), Q15788; HEK293 GAL4-SRC1 luciferase reporter; inhibition, % at 3.6 µM; hit rate 0.12% among 360,000; AID 588354, 2011;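 active = inhibition above the campaign mean plus 3 SD, with each screening campaign given its own cutoff, cut at about 60% in these data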;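 note: 0% = DMSO treated cells and 100% = gossypol at 36 µM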
MC4R antag cAMP: MC4R antagonists of cAMP signaling, primary screen, cell-based, TR-FRET, antagonist arm of biased-ligand search; Melanocortin receptor 4 (Homo sapiens), P32245; MC4R-expressing cells, MTII-stimulated cAMP, LANCE TR-FRET; inhibition, % at 6.5 µM; hit rate 0.48% among 360,000;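 active = inhibition above its plate's cutoff, the mean of tested wells on that plate plus 3 SD, cut at about 29% in these data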;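 note: 0% = Melanotan II alone and 100% = Melanotan II plus saturating MCL0020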
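System – human MC4R-expressing U2OS cells · Also added – Melanotan II · Dosing – one concentration, 6.5 µM nominal · Timing – 30-min compound, 1-h challenge, 1-h detection, room temperature · Measured by – Eu-cAMP/anti-cAMP TR-FRET, emission 671 nm · Replicates – singlicate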
NCOA2 inhibitor: inhibition of GAL4-SRC2 driven luciferase reporter, primary screen, SRC2 inhibitor project, cell-based, luminescence | Nuclear receptor coactivator 2 (Homo sapiens), Q15596 | HEK293 GAL4-SRC2 luciferase reporter | inhibition, % at 9 µM | hit rate 0.17% among 370,000 | AID 651957, 2012;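 active = inhibition above the mean inhibition of all tested compounds plus 3 SD, set per campaign, cut at about 52% in these data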;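 note: 0% = DMSO treated cells and 100% = cells given Gossypol at 36 µM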
ABHD5 PLIN5 PPI: ABHD5-PLIN5 interaction inhibitors, primary screen, cell lysate, split luciferase complementation, luminescence; Perilipin-5 (Homo sapiens) + 1-acylglycerol-3-phosphate O-acyltransferase ABHD5 (Homo …; Split G. princeps luciferase complementation, 4 h; inhibition, % at 4 µM; hit rate 0.78% among 360,000; AID 602281, 2012;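 active = inhibition above the mean inhibition across every tested compound plus 3 SD, cut at about 22% in these data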;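 note: 0% = DMSO only wells and the 100% control is not disclosed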
LMP1 NFkB inh: EBV LMP1-driven NF-kappaB luciferase reporter inhibitors, primary screen, cell-based, luminescence, single point; LMP1-induced NF-kappaB luciferase reporter cells; inhibition, % at 12.5 µM; hit rate 0.69% among 350,000; AID 504558, 2011; in the data active = inhibition above about 41%;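 note: 0% = neutral control wells and 100% = reference inhibitor control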
NR5A2 inv ag: LRH-1 (NR5A2) inverse agonists, primary screen, cell-based, luminescence, HEK293T, StAR-luciferase reporter; Nuclear receptor subfamily 5 group A member 2 (Homo sapiens), O00482; LRH-1 transfected, 24 h; inhibition, % at 3.6 µM; hit rate 0.13% among 360,000;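 active = inhibition above the mean inhibition of all tested compounds plus 3 SD, cut at about 73% in these data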;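 note: 0% = DMSO wells and 100% = reporter-only cells lacking LRH-1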
Target sequence (O00482 whole entry, looked up): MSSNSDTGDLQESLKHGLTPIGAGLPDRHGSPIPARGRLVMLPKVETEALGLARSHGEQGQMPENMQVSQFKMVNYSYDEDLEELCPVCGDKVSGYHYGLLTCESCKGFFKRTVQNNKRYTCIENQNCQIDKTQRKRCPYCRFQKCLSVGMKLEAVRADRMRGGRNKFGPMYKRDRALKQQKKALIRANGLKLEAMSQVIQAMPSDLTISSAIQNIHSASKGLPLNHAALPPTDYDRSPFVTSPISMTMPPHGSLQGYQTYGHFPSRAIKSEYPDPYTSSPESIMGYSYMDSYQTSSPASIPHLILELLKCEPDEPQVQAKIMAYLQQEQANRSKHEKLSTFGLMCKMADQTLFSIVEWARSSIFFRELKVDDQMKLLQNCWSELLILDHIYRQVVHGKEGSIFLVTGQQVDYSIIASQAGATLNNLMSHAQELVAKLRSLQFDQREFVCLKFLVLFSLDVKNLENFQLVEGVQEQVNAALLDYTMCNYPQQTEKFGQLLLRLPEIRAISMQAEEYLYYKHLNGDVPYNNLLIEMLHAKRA
TLR9-MyD88 inh: inhibitors of TLR9-MyD88 association in cells, primary screen, cell-based, CHO, BLA complementation, fluorescence. Toll-like receptor 9 (Homo sapiens) + Myeloid differentiation primary response protein …. hit rate 0.21% among 340,000. CCF4 FRET ratio. inhibition, % at 4.98 µM. AID 504734, 2011;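 active = inhibition above the mean over all tested compounds plus 3 SD, cut at about 21% in these data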;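 note: 0% = DMSO only wells and 100% = clavulanate BLA inhibitor control wells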
NOD2-RIPK2 inh: NOD2-RIPK2 binding disruptors in cells, primary screen, fluorescence, CHO cells, BLA complementation | Receptor-interacting serine/threonine-protein kinase 2 (Homo sapiens), O43353 | CCF4 ratio | inhibition, % at 4.98 µM | hit rate 0.38% among 360,000 | AID 624267, 2012; in the data active = inhibition above about 21%;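 note: 0% = vehicle only and 100% = reference blocker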
SRC3 inh: SRC3 coactivator transcriptional activity inhibitors, primary screen, cell-based, luminescence; HEK293 GAL4-SRC3 luciferase reporter; Nuclear receptor coactivator 3 (Homo sapiens), Q9Y6Q9; hit rate 0.17% among 360,000; AID 588352, 2011; inhibition, % at 3.6 µM;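 active = inhibition above a per-campaign cutoff, the mean of all compounds plus 3 SD, cut at about 60% in these data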;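 note: 0% = DMSO-treated cells and 100% = gossypol-treated cells at 36 µM; higher means less SRC3-driven luciferase light from the GAL4 reporter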
COUP-TFII inh: NR2F2 transcriptional activity inhibitors, primary screen, cell-based, luciferase reporter, HEK293T, luminescence | inhibition, % at 8.6 µM | HEK293T NGFI-A luciferase reporter | AID 686940, 2013 | hit rate 0.7% among 370,000;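 active = inhibition above a per-plate cutoff, mean inhibition of test wells between control levels plus 3 SD, cut at about 38% in these data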;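 note: cells cotransfected with COUP-TFII expression vector driving the NGFI-A reporter; 0% = median of COUP-TF2 test wells and 100% = reporter-only cells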
Target sequence (P24468 whole entry, looked up): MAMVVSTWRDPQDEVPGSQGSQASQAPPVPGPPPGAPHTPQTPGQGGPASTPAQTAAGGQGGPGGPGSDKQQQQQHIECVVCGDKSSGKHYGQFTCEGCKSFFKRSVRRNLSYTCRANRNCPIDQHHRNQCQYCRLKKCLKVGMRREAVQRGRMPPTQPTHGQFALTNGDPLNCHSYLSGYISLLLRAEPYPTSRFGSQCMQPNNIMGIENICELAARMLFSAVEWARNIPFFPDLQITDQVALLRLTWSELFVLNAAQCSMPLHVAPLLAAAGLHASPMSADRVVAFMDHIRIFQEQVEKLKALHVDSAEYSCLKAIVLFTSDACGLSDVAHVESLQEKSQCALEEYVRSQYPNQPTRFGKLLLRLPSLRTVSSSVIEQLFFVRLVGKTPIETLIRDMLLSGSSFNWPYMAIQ
MC4R barr agon: MC4R agonists recruiting beta-arrestin, primary screen, cell-based, luminescence, agonist arm of biased-ligand search; Melanocortin receptor 4 (Homo sapiens), P32245; U2OS MC4R beta-arrestin complementation; percent of melanotan II response, DMSO zero; activation, % at 8.9 µM; hit rate 0.98% among 360,000;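 active = activation above a per-plate cutoff, the mean activation of sample wells on that plate plus 3 SD, cut at about 8% in these data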
Starred values were filed as active, the others as inactive; x = no result given. Only part of the results is shown (hit frequency here may not be typical).

NR5A2 inv ag,ABHD5 PLIN5 PPI,SRC3 inh,NOD2-RIPK2 inh,MC4R barr agon,TLR9-MyD88 inh,MC4R antag cAMP,COUP-TFII inh,SRC1 inh,NCOA2 inhibitor,LMP1 NFkB inh,Compound
-3,-5,-1,0,-1.3,x,11,7,-2,11,x,CC1(C(=O)NS(=O)(=O)c2cccc(C#N)c2)CCN1C(=O)C1CCCCC1 (stereo unspecified)
-18,10,-2,9,-0.8,0,-2,-7,-19,-18,1,CC(=O)Nc1ccc(C2=CC(=O)C[C@H](c3ccc(Cl)cc3)C2)cc1
7,2,5,0,1.5,-7,-2,-2,-13,10,1,Cc1cccc(NS(=O)(=O)c2cc(C(=O)OCC(=O)Nc3cc(C)on3)ccc2C)c1
-16,-6,3,3,0.0,-2,2,-2,-8,-20,6,O=C1Nc2cc(C(=O)N3CCc4ccccc4C3)ccc2S/C1=C\c1ccccc1
11,3,13,4,-0.9,9,5,-3,-2,13,4,O=C(c1cccc(S(=O)(=O)N2CCOCC2)c1)N(CCO)Cc1ccccc1
3,12,9,-6,2.8,3,0,9,17,20,-2,COCCn1c(=NC(=O)/C=C/c2ccccc2)sc2cc(NC(C)=O)ccc21
-4,1,14,1,-1.4,4,2,5,-5,-7,11,Cc1cccc(Nc2nnc(SCC(=O)NC3CCCc4ccccc43)s2)c1C (stereo unspecified)
17,6,15,-6,0.2,6,4,12,-5,5,-7,O=c1c2cccc3c2c(nn1-c1ccccc1)-c1ccccc1-3
10,-3,18,4,-1.1,4,4,-8,0,-12,1,O=C(CC(NS(=O)(=O)c1ccc(Cl)cc1)c1ccco1)NCc1cccnc1 (stereo unspecified)
-10,6,-19,-13,-1.8,-4,0,-1,-5,-32,-1,Cc1ccc(SC[C@H](c2ccccc2)N2CCN(CCc3ccccc3)CCC2=O)cc1
-4,3,7,-5,1.8,x,7,8,4,0,x,CC(C)(C)c1ccc(CC(=O)N2CCC2(C)C(=O)NS(=O)(=O)c2cccc(Cl)c2)cc1 (stereo unspecified)
-11,-3,-7,2,-1.2,1,4,-11,-13,-6,-4,CC(=O)CCc1ccccc1
0,-3,4,0,-0.6,-4,6,16,6,-10,0,Cc1cc(N2C(=O)C3C4C=CC(C4)C3C2=O)ccc1NC(=O)c1cccs1 (stereo unspecified)
20,0,2,-7,1.3,1,18,-3,-8,-34,-1,COc1ccc(C(C)(C)C)cc1NC(=O)COC(=O)c1cnc(C)cn1
-22,2,1,-2,0.9,-4,-1,-12,-39,-7,-29,O=C(NCC1CCCO1)c1csc2c1CCCCC2 (stereo unspecified)
-36,-1,-31,3,-0.1,3,2,-5,-29,-2,-20,Cn1c(SCc2ccccc2[N+](=O)[O-])nnc1-c1cccnc1
-3,0,1,3,0.2,1,9,0,-8,-48,-12,O=C(NC(=S)NCCCN1CCOCC1)c1ccc([N+](=O)[O-])cc1
17,7,4,-3,0.5,11,-2,15,11,13,11,COc1cc(CNCc2ccc(OC)c(OC)c2OC)cc(OC)c1
5,3,8,-6,-1.8,-4,2,3,18,2,-1,CCn1ccc(C(=O)NCc2ccc3c(c2)OCO3)n1
-4,-5,-3,14,-0.1,-8,5,1,2,7,3,O=C(c1ccc(F)cc1)C1CCN(Cc2ccccc2)CC1
-5,3,6,-7,-0.3,8,11,18,11,-1,-4,CC(=O)N1c2ccc(S(=O)(=O)N(C)c3cc(C)ccc3C)cc2CC1C (stereo unspecified)
-36,0,-3,0,-0.6,-1,2,-25,-25,-10,-13,CC1(C)CC(=O)c2sc(NS(=O)(=O)Cc3ccccc3)nc2C1
12,-20,-26,6,1.3,-6,2,15,11,0,-5,CCCOC(=O)c1ccc(Oc2c(-c3ccc(OCC)cc3O)n[nH]c2C)cc1
-12,-1,-23,-5,-1.8,1,6,5,-15,12,2,Cc1cc(NC(=O)c2cc(F)c(F)cc2Cl)no1
7,5,16,-17,-1.6,-9,6,1,7,-32,0,COc1ccc(C)cc1NC(=O)CN1CCN(S(=O)(=O)c2ccc(Br)cc2)CC1

The list goes on.
NR5A2 inv ag,ABHD5 PLIN5 PPI,SRC3 inh,NOD2-RIPK2 inh,MC4R barr agon,TLR9-MyD88 inh,MC4R antag cAMP,COUP-TFII inh,SRC1 inh,NCOA2 inhibitor,LMP1 NFkB inh,Compound
-20,-8,-46,-4,-2.2,2,-1,-25,-18,-13,-18,CCNc1nc(-c2ccc(OC(F)F)cc2)c(C)s1
1,6,-2,15,-3.8,4,1,0,-8,11,-5,Cc1ccc(NC(=O)CCN2C(=O)NC3(CCCC3)C2=O)c(C)c1
3,-1,-7,-1,0.3,x,-4,-23,-9,30,-11,O=[N+]([O-])c1ccc(Sc2ncccn2)c([N+](=O)[O-])c1
16,-1,17,-14,-1.3,2,5,23,-7,-5,2,Cc1onc(-c2ccccc2Cl)c1C(=O)Nc1c(C)n(C)n(-c2ccccc2)c1=O
-4,-6,4,-17,0.7,-14,-4,2,5,-1,-3,COc1cc(C(=O)CSc2nccn2C)cc(OC)c1OC
14,-1,21,3,-0.7,12,0,13,-14,-40,5,CCn1c(O)c(/C=N/N=C2CCCCC2)c2cc(C3=NNC(=O)CC3)ccc21
-5,5,-4,-1,-1.3,4,-2,-20,-6,5,-5,O=C(NCCCN1CCOCC1)c1cc2ccccc2o1
15,0,9,1,-0.6,6,2,-10,-13,-18,-5,CC1=C(C(=O)Nc2ccccc2)C(c2ccc(C)o2)n2c(s/c(=C\c3ccco3)c2=O)=N1 (stereo unspecified)
-80,-4,-52,-2,1.0,5,0,-18,-98,-43,4,N/C(Cc1cccs1)=N\OC(=O)COc1ccc(Br)cc1Cl
-6,1,-5,3,-0.8,-8,7,-31,-5,-9,-8,CC(=O)NCCC(=O)Nc1cccc(S(=O)(=O)N(C)c2ccccc2)c1
4,2,-18,-8,-0.8,5,10,5,-1,-16,4,CCOCCCNC(=O)c1cccc(NC(=O)C2=C(C)OCCS2)c1
7,1,-4,-15,-0.3,-1,17,-6,-4,-2,8,COc1cc2c(cc1OC)CN(C(C)C(=O)Nc1cccc(S(=O)(=O)N3CCOCC3)c1)CC2 (stereo unspecified)
17,-8,6,-6,-1.5,0,4,-2,10,2,-4,COc1ccc(OC2CCN(S(=O)(=O)c3ccc(F)cc3)CC2)cc1
-4,-1,-4,3,-1.5,-3,0,9,13,12,3,COc1cc(OC)cc(C(=O)NCC2CCCO2)c1 (stereo unspecified)
23,-9,x,3,x,x,x,5,x,8,x,COc1cc(C(=O)C(=O)N2CCC(Cc3ccccc3)CC2)cc2ccccc12
-16,-3,8,3,-1.6,10,6,-3,-2,1,-3,S=c1[nH]nc(-c2ccncc2)n1Cc1ccccc1
19,6,2,-3,0.2,4,13,21,-14,14,3,Cn1cc(Cl)c(C(=O)OCC(=O)Nc2cccc(Cl)c2)n1
10,-3,11,3,0.3,-4,9,10,-13,-4,-7,CN(CCOc1ccccc1)CC(=O)Nc1ccc(Br)cc1F
8,2,15,-16,0.2,-1,-2,3,0,1,1,Cc1ccc(F)cc1NC(=O)CSCc1c(C)noc1C
-2,1,-10,-14,-1.2,-9,0,15,2,-9,0,Nc1ccn(C2OC(COC(=O)C34CC5CC(CC(C5)C3)C4)C(O)C2O)c(=O)n1 (stereo unspecified)
4,9,-6,0,-1.6,-3,1,9,1,-3,10,COc1ccc(OCC(=O)Nc2ccc3c(c2)nc(CCN2CCC(C)CC2)n3C)cc1
-159,-2,-81,-1,-2.1,-4,2,-37,-104,-40,19,O=C(Nc1ccc(N2CCOCC2)cc1)c1ccc(Br)o1
-7,3,12,-2,0.2,x,10,1,4,16,x,CC1(C(=O)NCc2cccc3ccccc23)CCN1C(=O)C1(c2ccccc2)CCCC1 (stereo unspecified)
20,0,-8,-10,-0.2,4,8,0,-8,-12,-5,Cc1cc(C)c(NC(=O)CS(=O)CC(=O)Nc2ccc(-n3cnnn3)c(C)c2)c(C)c1 (stereo unspecified)
4,-7,-7,-6,-4.1,-1,6,-16,-8,2,5,Cc1ccc(C)c(-c2nnc(NC(=O)CCS(=O)(=O)c3ccccc3)o2)c1
-20,-8,-37,16,-1.8,-6,-2,0,-18,-22,-11,CC(=O)N1CC2(CC(c3ccccc3F)=NO2)CN1c1ccc(Cl)cc1 (stereo unspecified)
-14,3,14,-8,-0.4,x,4,1,-18,17,2,COc1cc(C(=O)NC(=S)N(C)Cc2ccccc2)cc(OC)c1OC
6,1,10,9,3.4,-4,16,1,3,-10,0,CN(C)c1nc(N)nc(/C(C#N)=C/C2CC3C=CC2C3)n1 (stereo unspecified)
